Bioassay records deposited in PubChem by National Center for Advancing Translational Sciences (NCATS).
WRN inhibitor: WRN helicase (human) inhibition | WRN helicase unwinding, fluorescent forked duplex, kinetic | Potency, µM (top dose mostly 114 µM), for the others: at the highest dose activity change, negative = inhibition, hits mostly inhibitors | actives 0.46% (n = 360,000) | AID 651768; further: potency means the concentration at half of the fitted maximal effect; on the % scale 0 is the no-effect control and ±100 the full control effect; nearly all actives have a fitted effect of over 55% in size
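Kinetic red-fluorescence monitoring (525/598 nm) tracks WRN helicase activity after 100 nM fluorophore-quencher forked duplex and 2 mM ATP are added to 20 nM enzyme pretreated 15 min at room temperature with compound.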
Abeta rescue: restores growth of yeast expressing A-beta42 peptide; actives 0.063% (n = 410,000); AID 1347071; yeast expressing A-beta42, growth rescue, OD600, 48 h; response scale: 0% DMSO, 100% iron-clioquinol control; Potency, µM (highest dose often 46.1 µM), for inactives: at the top dose growth rescue, actives largely listed as activators; further: potency means the concentration at half of the fitted maximal effect; nearly all actives have a fitted effect of over 55% in size
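Yeast growth medium received pinned compounds, then yeast cells expressing toxic A-beta were added; plates incubated at 30 C for 48 hr. Growth read as absorbance at 600 nm, normalized to DMSO and equimolar FeCl3 plus clioquinol controls.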
PI5P4Ka inh: blocks human PI5P4K alpha kinase activity. P48426. PI5P4Kalpha enzyme, ADP-Glo luminescence, 60 min; hits give low values. max response, %. actives 1.2% (n = 330,000). AID 652105; active means max response of -50% or lower; inconclusive means between -30% and -50%; inactive means -30% or higher; further: value at the top dose of about 77 µM; on the % scale 0 is the no-effect control and ±100 the full control effect
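Compounds were pin-transferred onto PI5P4Kalpha and substrate in HEPES pH 7.4 buffer with EGTA, CHAPS and 5% DMSO. ATP (5 microM final) started the reaction, which ran 60 minutes at room temperature before ADP-Glo detection.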
aSyn yeast inh: alpha-synuclein toxicity inhibition in yeast; actives 0.14% (n = 370,000); Yeast expressing alpha-synuclein, growth rescue, BacTiter-Glo, 24 h; Potency, µM (highest dose often 46.1 µM), inactives show at the top dose growth rescue (activation), usual class: activators; further: potency means the concentration at half of the fitted maximal effect; % of control where 0% means no effect; nearly all actives have a fitted effect of over 65% in size
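Screening used galactose-induced yeast with toxic alpha-synuclein levels, exposed to compound for 24 hr at 30 deg C. Cell growth, read with BacTiter-Glo luminescence, gave the measured signal.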
EPAC1 antagonist: blocks human EPAC1 exchange factor. actives 0.14% (n = 360,000). O95398. Potency, µM (doses to about 115 µM), without a hit: at the highest dose activity change, negative = inhibition, most hits filed as inhibitors. AID 720709. EPAC1 GEF assay, Rap1b-BODIPY-GDP exchange fluorescence;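 further: potency means the concentration at half of the fitted maximal effect; plate controls were vehicle for no effect and positive control for full effect; nearly all actives have a fitted effect of over 50% in size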
EPAC1 ag: activates human EPAC1 exchange factor; O95398; EPAC1 agonist qHTS, biochemical assay; response scale: 100% = response to 6.5 mM cAMP; Potency, µM (highest dose often 154 µM), for inactives: at the highest dose activation, hits mostly activators; actives 0.073% (n = 360,000); AID 720707; further: potency means the concentration at half of the fitted maximal effect; nearly all actives have a fitted effect of over 60% in size
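Read-out is the fluorescence drop as BODIPY-GDP leaves Rap1B (480 nm excitation, 540 nm emission), recorded every 5 minutes over 30 minutes. Reactions held 100 nM EPAC1, 250 nM Rap1B–BODIPY-GDP and 50 uM GDP, with 6.5 mM cAMP setting full activation.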
PLK1 PBD block: blocks phosphopeptide binding to human PLK1 polo-box domain; P53350; Plk1 PBD binding of FITC phosphopeptide, fluorescence polarization; Potency, µM, without a hit: max response, negative = inhibition, usual class: inhibitors; actives 2.8% (n = 360,000); further: potency means the concentration at half of the fitted maximal effect; series mostly up to about 57 µM; on the % scale 0 is the no-effect control and ±100 the full control effect; nearly all actives have a fitted effect of over 65% in size
IL-2 act: activates IL-2 in a cell-based reporter assay; IL-2 activation reporter assay, cell-based qHTS; stimulated with anti-CD3/CD4/CD28 beads; in transgenic mouse T cells; activation, % (series mostly up to about 46 µM); actives 0.065% (n = 360,000); in the data active means activation above about 50%; inconclusive means mostly about 30% to 49%; further: 0% is about no effect
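Unstimulated transgenic mouse T cells, 750 per well, received compound and, after 60 minutes, anti-CD3/anti-CD4 bead plus anti-CD28 stimulation. EGFP and DsRed were quantified after 18 hours.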
FUS suppressor: suppressors of FUS proteinopathy in yeast; S. cerevisiae FUS-expressing, growth rescue, OD600, 24 h; Potency, µM (series often up to 76.6 µM), without a hit: top-dose growth rescue (activation), most hits filed as activators; actives 0.24% (n = 390,000); AID 1347120;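 further: potency means the concentration at half of the fitted maximal effect; plate controls were DMSO vehicle for no effect and reference control for full effect; nearly all actives have a fitted effect of over 55% in size; some results filed as inactive show a strong effect at the top dose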
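Absorbance at 600 nm, taken 24hr after compound addition, measured rescue of FUS-yeast growth at 30C. Induction used 2% galactose with seeding at OD 0.005. Controls: CP55940 from 92uM final, DMSO only.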
* = called active by the depositor; ? = inconclusive; / = not tested or not shown; [ ] = remark or other dose. Unless noted, the call rests on the fitted dose curve; in most records, active means well fitted curve in the direction sought with a large enough effect; inconclusive means small, poorly fitted or top-dose-only effect, or another doubt; inactive means no such curve, though single readings can be large; an effect the other way counts as inactive or inconclusive.

SMILES	WRN inhibitor	Abeta rescue	PI5P4Ka inh	aSyn yeast inh	EPAC1 antagonist	EPAC1 ag	PLK1 PBD block	IL-2 act	FUS suppressor
CN(C(=O)CSc1nnc(COc2ccccc2F)n1N)C1CCS(=O)(=O)C1 (stereo unspecified)	-1%	0%	-1	0%	4%	3%	-6%	-1.7	14%
CC1(C(=O)Nc2cccc(Oc3ccccc3)c2)Cc2c(-c3ccccc3)ccnc2O1 (stereo unspecified)	-7%	-8%	15	-4%	4%	11%	-2%	-0.7	37%
C/C(=N\NC(=O)c1ccc2ccccc2c1)c1cccnc1	-1%	-1%	-3	-9%	-6%	1%	2%	-1.9	3%
COc1ccc(N2C(=O)C3C(C2=O)C2C=CC3C23CC3)c([N+](=O)[O-])c1 (stereo unspecified)	-4%	13%	2	4%	-3%	5%	-5%	-1.3	6%
COc1ccc(CNC(=O)CSc2n[nH]c(N)n2)cc1OC	0%	-8%	-4	-2%	0%	6%	-18%	-4.4	-13%
C/C(CC(=O)Nc1ccc(Cl)c(C(F)(F)F)c1)=N\NC(=O)c1cc2ccccc2cc1O	-11%[57.1 µM]	-7%	?	-8%	?	-14%	?	-2.0	/
CCCCn1c(N)c(N(C)C(=O)c2cc3c(F)cccc3s2)c(=O)[nH]c1=O	-14%	-6%	2	0%	-10%	10%	-5%	0.3	11%
CCOc1ccc(S(=O)(=O)Nc2ccc(S(=O)(=O)Nc3cc(OC)ccc3OC)cc2)cc1	-12%	4%	/	-5%	-13%	15%	2%	-2.7	45%
CN(Cc1ccccc1)C(=O)CCC1CCN(S(C)(=O)=O)CC1	10%	-2%	-9	1%	-2%	-1%	-7%	-1.6	-5%
COc1ccc2cc3cc(C(=O)NCCCN4CCOCC4)oc3nc2c1	5%	1%	-1	1%	1%	0%	-9%	-0.7	-6%
O=C(CN1C(=O)NC2NC(=O)NC21)N/N=C/c1ccc(F)cc1 (stereo unspecified)	6%	8%	5	0%	-15%	1%	-6%	0.2	-24%
O=c1[nH]c2ccccc2nc1CCc1ccccc1	-1%	1%	-12	5%	2%	-7%	27µM*	-0.3	-8%
COCCNC(=O)CSc1nc2sc(C)c(C)c2c(=O)n1-c1ccccc1	-29%	6%	1	-2%	10%	-3%	0%	2.2	16%
COc1ccc(NC(=O)C2=NN(C3CCS(=O)(=O)C3)C(=O)CC2)cc1S(N)(=O)=O (stereo unspecified)	-11%	3%	-6	2%	4%	6%	4%	0.6	-3%
Cc1[nH]c(=O)c(C#N)c(C)c1CSc1ncccn1	-17%	12%	-7	0%	0%	12%	-6%	-0.5	-31%
CCNC(=O)C1CCCN(C(=O)C(c2ccccc2)c2ccccc2)CC1 (stereo unspecified)	-6%	-16%	2	0%	0%	-3%	-9%	0.0	-20%
CC(C)[C@H](NS(=O)(=O)c1ccccc1)C(=O)Nc1ccccc1N1CCOCC1	7%	-6%	-1	-6%	-3%	-5%	2%	-2.3	/
C[C@H](CO)N1C[C@H](C)[C@H](CN(C)Cc2ccncc2)Oc2cc(-c3ccccc3F)ccc2S1(=O)=O	0%	4%	3	0%	10%	9%	7%	-2.1	-8%
CCOC(=O)CNc1ncc(C(F)(F)F)cc1Cl	-2%	-22%	1	1%	-8%	-5%	?	0.8	-4%
CC(C)(C)OC(=O)C[C@H]1C/C=C\C[C@H](CC(=O)N(CCO)Cc2ccccc2)C(=O)NC[C@H](c2ccccc2)OC1=O	1%	6%	-4	7%	5%	-7%	1%	-0.4	28%
COc1ccc2[nH]c(C(=O)O)c(CCNC(=O)/C=C/c3ccc(O)c(OC)c3)c2c1	3%	17%	-6	0%	1%	5%	-20%	-2.2	13%
O=C1C2CCc3ccccc3C2N1c1ccccc1 (stereo unspecified)	-6%	-2%	1	-2%	-6%	4%	-9%	-2.4	-13%
CCCc1cc(=O)[nH]c(SCC(=O)NCCN2C(=O)CSC2=O)n1	?	3%	-9	5%	12%	11%	-11%	1.1	/
COC(=O)C1(c2ccccc2)NC(c2cccs2)C2C(=O)N(C)C(=O)C21 (stereo unspecified)	-11%	8%	-4	3%	4%	-3%	1%	1.9	17%
COc1cc(C)c(S(=O)(=O)Nc2ccccc2F)cc1C	-10%	1%	11	?	-8%	-1%	-10%	-2.5	9%
COP(=O)(OC)c1nc(-c2ccc([N+](=O)[O-])cc2)oc1N1CCCCC1	1%	1%	-1	8%	-14%	2%	5%	1.5	-12%
O=C(c1ccc(N2C(=O)c3ccccc3C2=O)cc1)N1CCCCC1	-7%[57.1 µM]	1%	0	1%	12%	9%	-2%	0.4	-9%
COc1ccc2oc(=O)c(C(=O)NCc3ccccn3)cc2c1	1%	-22%	2	-11%	11%	-8%	-6%	0.2	4%
Clc1ccc(Cn2nnc(-c3ccc(CN4CCOCC4)cc3)n2)cc1	-1%	-33%[inhibitor]	1	1%	-19%	18%	-4%	-4.3	14%
CCN(CC)S(=O)(=O)c1ccc(C(=O)Nc2c3c(nn2C(C)(C)C)CS(=O)(=O)C3)cc1	1%	-2%	/	0%	0%	1%	-3%	0.7	24%
COC(=O)C1SCC2C(=O)N(Cc3ccc(F)cc3)CC(=O)N21 (stereo unspecified)	7%	-9%	-4	3%	7%	-1%	-22%	-0.1	2%
Cc1cccc(NC(=O)c2ccc([N+](=O)[O-])o2)c1	-7%	-89%[inhibitor]	0	-56%[inhibitor]	8%	2%	-9%	-0.8	-23%
N#Cc1ccccc1COC(=O)c1ccc2c(c1)OCCO2	-7%	-1%	3	8%	-26%	3%	-8%	-2.6	6%
O=c1cc(-c2ccccc2)nc2c(-c3ccccc3)c(C(F)(F)F)[nH]n12	-21%	-20%	7	-12%	?	-5%	17µM*	0.3	25%
O=C(NCCc1ccccc1)c1ccc2c(c1)N(Cc1ccccc1)CCS2	-8%	-2%	-1	7%	-7%	14%	-2%	0.1	14%
COc1ccc(N(C(=O)Cc2cccs2)C(C(=O)NC2CCCC2)c2ccncc2)cc1OC (stereo unspecified)	3%	-2%	-8	0%	4%	12%	-14%	0.9	14%
COc1ccccc1/C=N/NC(=O)c1cccc(NC(=O)c2ccccc2Cl)c1	-6%	-10%	2	0%	-8%	4%	-16%	0.1	22%
O=C(Nc1ccccc1)Nc1nnc(-c2ccccc2)s1	-7%	5%	0	-13%	12%	-1%	-8%	1.0	-4%
COC(=O)/C=C/c1cccc([C@H]2[C@@H]3C=CC[C@@H](C)[C@@H]3C(=O)N2Cc2ccccc2)c1	-7%	5%	22	-2%	-12%	-6%	-2%	-0.8	39%
Cc1ccc(NC(=O)Cn2nc([N+](=O)[O-])c(Br)c2C)cc1C	-2%[11.6 µM]	4%	/	2%	4%	8%	-7%	-0.4	28%

Gathered by group: the entries above with a tert-butyl group (2)
SMILES	WRN inhibitor	Abeta rescue	PI5P4Ka inh	aSyn yeast inh	EPAC1 antagonist	EPAC1 ag	PLK1 PBD block	IL-2 act	FUS suppressor
CC(C)(C)OC(=O)C[C@H]1C/C=C\C[C@H](CC(=O)N(CCO)Cc2ccccc2)C(=O)NC[C@H](c2ccccc2)OC1=O	1%	6%	-4	7%	5%	-7%	1%	-0.4	28%
CCN(CC)S(=O)(=O)c1ccc(C(=O)Nc2c3c(nn2C(C)(C)C)CS(=O)(=O)C3)cc1	1%	-2%	/	0%	0%	1%	-3%	0.7	24%

Carrying on.
SMILES	WRN inhibitor	Abeta rescue	PI5P4Ka inh	aSyn yeast inh	EPAC1 antagonist	EPAC1 ag	PLK1 PBD block	IL-2 act	FUS suppressor
O=C(Cn1cnc2ccccc2c1=O)NNC(=O)c1ccccc1F	-11%	22%	-1	0%	-10%	1%	9%	-0.7	-9%
Cc1ccc(-n2c(SCC(=O)NCC3CCCO3)nc3ccccc3c2=O)cc1C (stereo unspecified)	-2%	3%	0	0%	-12%	5%	-3%	-0.4	18%
COc1ccc(C2C(C#N)=C(N)Oc3c2c(-c2ccccc2)nn3-c2ccccc2)c(OC)c1OC (stereo unspecified)	-4%	0%	14	-3%	-23%	0%	-16%	-1.9	/
Cc1ccc(C(C)NC(=O)C2CCCC2)cc1C (stereo unspecified)	-7%	21%	0	0%	1%	6%	-2%	-0.8	-15%
O=C1C(CCCNC(=S)NCc2ccccc2)NC(=S)N1Cc1ccccc1 (stereo unspecified)	-5%	6%	1	1%	-25%	-1%	-7%	-2.8	26%
COc1ccc(S(=O)(=O)NCC2CCCN(C(=O)c3ccccc3)C2)cc1 (stereo unspecified)	-3%	-14%	-1	4%	-1%	12%	1%	-0.1	-24%
O=C(CCCc1nc2ccccc2s1)NCc1ccccc1	3%	5%	5	17%	-10%	0%	-13%	-0.1	/
c1ccc(-c2nc3ccccn3c2NC2CCCC2)nc1	2%	?	4	-8%	5%	3%	-4%	1.4	4%
Cc1cc(C(F)(F)F)nc(Nc2nc(C)c3ccccc3n2)n1	-4%[57.1 µM]	25%	-4	0%	3%	0%	-2%	-3.3	16%
CC(C)CCNC(=O)CCCOc1ccccc1	0%	-13%	-1	-2%	2%	-4%	-10%	-0.1	-18%
O=C(Nc1cc(Cl)ccc1N1CCCCC1)c1cccs1	-6%	6%	12	-2%	5%	6%	0%	-0.6	7%
CCOC(=O)C1CCN(CCC(=O)Nc2cccc(Cl)c2C)CC1	4%	1%	/	0%	5%	1%	-7%	-2.3	6%
Cc1ccc(NC(=O)Cn2nc(C)c(S(=O)(=O)N(C)C)c2C)cc1	-12%	6%	-3	2%	8%	9%	5%	-0.8	-18%
CC(C)(C)NC(=O)CN(Cc1ccccc1)S(=O)(=O)c1ccccc1	?	-7%	9	3%	-3%	-8%	-12%	6.1	18%
O=C(NCc1ccccc1)c1ccc2c(c1)C(=O)N(Cc1ccncc1)C2=O	-12%	6%	-8	-6%	11%	-4%	-1%	-1.5	/
CC1CCN(C(=O)c2ccc(CSc3ccc(Cl)cc3)cc2)CC1	-20%	-18%	1	8%	-1%	7%	-8%	-5.1	/
